Source: PubChem (several laboratories)
GALR2 antag = GALR2 antagonists in receptor-expressing cells, primary screen | antagonist mode | inhibition, % at 4 µM | Galanin receptor type 2 (Homo sapiens), O43603 | actives 0.39% (n = 140,000); in the data active = inhibition above about 27%;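 also: cells stimulated with galanin 1-16 at roughly its EC80; 0% = agonist challenge control and 100% = basal control without agonist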
Target sequence (O43603 whole entry, looked up): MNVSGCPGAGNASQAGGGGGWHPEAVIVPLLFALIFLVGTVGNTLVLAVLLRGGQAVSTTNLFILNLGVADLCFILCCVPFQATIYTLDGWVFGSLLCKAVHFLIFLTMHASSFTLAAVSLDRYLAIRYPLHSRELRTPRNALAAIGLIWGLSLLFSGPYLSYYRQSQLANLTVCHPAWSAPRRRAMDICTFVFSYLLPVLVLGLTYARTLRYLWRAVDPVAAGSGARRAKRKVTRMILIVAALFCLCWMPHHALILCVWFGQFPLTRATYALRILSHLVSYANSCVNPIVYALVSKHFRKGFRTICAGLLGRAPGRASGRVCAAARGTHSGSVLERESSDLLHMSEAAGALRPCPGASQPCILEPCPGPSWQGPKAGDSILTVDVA
bCat KO growth = primary screen for growth suppressors in beta-catenin knockout HCT116 cells (colon tumor, human); actives 1.5% (n = 140,000); viability, % at 10 µM; HCT116 beta-catenin knockout viability, CellTiter-Glo, 60 h; stronger effect = lower value; AID 818, 2007;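 active = viability at or under a set limit, the compound median less 4 SD, cut at about 6% in these data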;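 also: 0% = Hyamine 1622 control at 20 µM and 100% = untreated cell control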
Yeast life ext = compounds extending yeast replicative lifespan, primary screen, S. cerevisiae, OD615; S. cerevisiae growth with nicotinamide; deaD strain in restrictive glucose medium; AID 775, 2007; inhibition of the nicotinamide effect, % at 10 µM; actives 0.68% (n = 130,000);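 active = inhibition above a set limit, placed 3 SD over the median of all compounds, cut at about 26% in these data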;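 also: 0% = nicotinamide-treated wells and 100% = cells grown without nicotinamide; some compounds called inactive have numbers as strong as hits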
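Assay system: DeaD-strain S. cerevisiae. Medium: CSMM-D glucose medium, restrictive. Reagent: nicotinamide, 1.5 mM, co-present with compound. Compound: 10 µM single point, 0.25% DMSO. Schedule: culture preincubation 4 h, compound exposure 48 h, both 30 °C. Detection: absorbance at 615 nm.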
Measles CPE = compounds protecting cells from measles virus cytopathic effect, primary screen, measles RdRp inhibitor project, single point, MLSMR library, absorbance; actives 1.5% (n = 140,000); protection (pct of control), % at 4 µM; Measles virus-infected cells, CPE protection; in the data active = protection mostly above about 24%, no sharp cut-off; inactive = mostly below about 26%; also: some compounds called inactive have numbers as strong as hits
MRP-1 activ = H69AR viability gain despite doxorubicin, primary screen, MRP-1 activator project, H69AR cells, CellTiter-Glo | viability rescue | viability increase, % at 10 µM | actives 0.61% (n = 140,000) | AID 799, 2007;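 active = viability gain under doxorubicin at or above a set limit, the compound median plus 3 SD, cut at about 4.7% in these data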;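 also: MRP-1 overexpressing cells given doxorubicin 25 µM after compound pretreatment; 18-22 h compound pretreatment then 72 h with doxorubicin before readout; 0% = doxorubicin-only wells and 100% = vehicle-treated cells without doxorubicin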
Yeast growth inh = growth inhibitors of yeast BB579 in restrictive medium, primary screen, yeast lifespan-shortening project, S. cerevisiae. actives 0.51% (n = 140,000). OD615, 48 h. inhibition, % at 10 µM;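 active = inhibition above a set limit, 3 SD over the mean compound inhibition, cut at about 44% in these data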; also: inactives centre near -24
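Detection: OD615 turbidity measurement; Material: Saccharomyces cerevisiae DeaD strain BB579, replicative lifespan model yeast; Timing: 48 h exposure, 30 °C; Doses: single 10 µM dose; Medium: CSMM-D restrictive synthetic medium containing dextrose (glucose); Controls: amphotericin B at 10 µg/mL as positive control.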
Phagocytosis inh = inhibitors of macrophage phagocytosis, primary screen, imaging, J774A.1 cells, IgG beads | actives 0.07% (n = 110,000) | inhibition, % at 5 µM | J774A.1 macrophage IgG-bead phagocytosis;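 active = inhibition above the mean of the plate negative controls plus 5 SD, cut at about 13% in these data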;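 also: phagocytic index as fraction of beads internalized from green versus red external bead signal; plate controls were DMSO negative control for no effect and cytochalasin-D positive control for full effect; some results beyond the cut were filed as inactive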
NPY-Y2 antag = NPY-Y2 receptor antagonists, primary screen, cell-based | Neuropeptide Y receptor type 2 (Homo sapiens), P49146 | NPY-Y2 expressing cells, antagonist mode | inhibition, % at 2.7 µM | actives 0.99% (n = 140,000); in the data active = inhibition above about 17%;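 also: 0% = vehicle with agonist challenge and 100% = reference antagonist with challenge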
Target sequence (P49146 whole entry, looked up): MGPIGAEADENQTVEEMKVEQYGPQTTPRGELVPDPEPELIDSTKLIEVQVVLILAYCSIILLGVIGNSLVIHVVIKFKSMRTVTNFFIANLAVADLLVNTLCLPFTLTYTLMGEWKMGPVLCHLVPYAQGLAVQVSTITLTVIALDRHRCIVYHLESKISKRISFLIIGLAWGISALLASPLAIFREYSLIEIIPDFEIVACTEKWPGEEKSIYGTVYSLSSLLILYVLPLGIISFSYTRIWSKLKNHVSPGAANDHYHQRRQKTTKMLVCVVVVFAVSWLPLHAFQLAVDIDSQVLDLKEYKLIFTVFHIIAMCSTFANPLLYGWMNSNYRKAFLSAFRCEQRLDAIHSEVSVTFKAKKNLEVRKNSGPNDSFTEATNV
PTEN del growth = growth suppression of PTEN-null HCT116, primary screen, cell-based, CellTiter-Glo | HCT116 PTEN-null viability, 60 h; stronger effect = lower value | viability, % at 10 µM | actives 1.2% (n = 140,000) | AID 827, 2007;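 active = viability at or below a set limit, 4 SD under the median of all tested compounds, cut at about 3.7% in these data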;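 also: PTEN knockout HCT116 line with beta catenin targeted HCT116 as companion control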
E-sel TNF inh = E-selectin induction blockers in HUVEC – imaging, immunofluorescence, high content, primary screen | HUVEC TNFa-induced E-selectin immunofluorescence | inhibition, % at 2 µM | actives 0.71% (n = 120,000) | AID 1246, 2008;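 active = inhibition above the batch mean plus 3 SD, and confirmed as a hit on visual image review, cut at about 43% in these data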;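 also: 0% = TNF-stimulated DMSO wells and 100% = unstimulated control wells; not every result past the cut was called active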
* = called active by the depositor; · = no result given. Not a hit list (roughly 6.2% active in at least one column).

SMILES	GALR2 antag	bCat KO growth	Yeast life ext	Measles CPE	MRP-1 activ	Yeast growth inh	Phagocytosis inh	NPY-Y2 antag	PTEN del growth	E-sel TNF inh
O=C(c1cc(-c2ccc(Cl)cc2Cl)on1)N1CCOCC1	3	92	-21	2	3.1	-7	0	1	87	-21
CCOC(=O)c1ccccc1NC(=O)c1cc(S(=O)(=O)N2CCOCC2)ccc1F	-10	88	-10	2	-1.7	-11	-4	2	75	-10
Cc1nc(N)sc1C(=O)N/N=C/c1c[nH]c2ccccc12	6	43	-28	16	-4.4	12	0	1	40	·
COC(=O)c1cc(NC(=O)CCc2c(C)nc3ncnn3c2C)cc(C(=O)OC)c1	4	93	4	9	-0.8	-72	-1	-1	104	15
ClC(Cl)(c1nnnn1-c1ccccc1)c1nnnn1-c1ccccc1	22	1.3*	50*	7	-5.5	-41	-1	2	1.9*	·
Cc1cc(C)nc(NN=C(c2ccccc2)c2ccccc2)n1	3	17	-1	14	-1.0	-43	-4	1	34	·
CC(=O)c1c(C)n(-c2ccccc2)c2ccc(OCC(O)CN3CCOCC3)cc12 (stereo not given)	-1	100	-11	1	-0.6	12	0	14	100	11
Cc1cc2cc(CN3C(=O)c4ccccc4C3=O)ccc2[nH]1	-5	98	3	5	-0.8	-29	-3	3	102	-6
O=C(Nc1ccccc1Cl)C1CCCN(S(=O)(=O)c2ccc(F)cc2)C1 (stereo not given)	10	101	-5	7	0.6	-24	-3	3	100	5
COc1ccc(CCN(Cc2nc3ccccc3c(=O)[nH]2)C(=O)c2ccco2)cc1	20	93	-9	19	-3.1	-30	-3	0	93	·
COc1ccccc1NC(CC(=O)c1ccccc1)C(=O)OCC(=O)c1ccc(F)cc1 (stereo not given)	-2	75	0	5	0.6	-31	·	2	73	·
CN(CC(=O)N1CC=C(c2ccccc2)CC1)S(=O)(=O)c1ccc2c(c1)c(=O)n(C)c(=O)n2C	8	86	-18	16	-0.9	-7	1	2	92	-12
CCOC(=O)C(NCc1ccco1)(NC(=O)c1ccccc1)C(F)(F)F (stereo not given)	2	93	-2	3	-0.6	-72	0	-2	107	-5
O=C1c2ccccc2C(O)N1Cc1ccccc1 (stereo not given)	5	94	-11	17	-2.2	-47	0	0	103	·
Cc1ccccc1NCN1C(=O)C2C3C=CC(C3)C2C1=O (stereo not given)	-7	90	-9	3	-2.4	-16	-1	0	88	·
CCOc1ccc(-c2cc(CCCC(=O)NCCCOC)no2)cc1	-7	90	-21	5	-2.4	-49	-1	0	81	·
C=CCN(C(=O)Cn1nnc2ccccc21)C(C(=O)NCCOC)c1ccc(OC)cc1OC (stereo not given)	-9	101	-23	5	-3.2	6	0	3	100	-30
COCCCN1CN(S(=O)(=O)c2ccc(Cl)cc2)c2nc3ccccc3nc21	1	92	5	11	0.3	-56	-1	1	93	1
CCCCn1c(SCC(=O)O)nc2ccccc21	-14	95	-19	9	-2.4	-46	0	5	93	3
CCOc1ccc(-n2c(-c3ccccc3)nnc2-c2ccccc2)cc1	-13	95	-1	6	-3.4	-46	-3	21*	95	21
O=C1CCCC2=C1C(c1cccs1)Nc1ccccc1N2 (stereo not given)	-8	92	2	56	-2.7	-19	-4	2	98	·
CC1CC(C)CN(CCCNC(=O)c2ccc(CS(=O)(=O)Cc3ccccc3F)o2)C1 (stereo not given)	-7	86	-16	3	-0.8	-2	-1	2	83	-27
CCOC(=O)C1CCN(C(=O)COc2ccc(S(=O)(=O)NC(C)C)cc2Cl)CC1	4	99	3	11	-3.0	-25	·	0	90	-24
CCOC(=O)C1=C(c2ccccc2)N=C2SCC(=O)N2C1c1ccc(O)c(OC)c1 (stereo not given)	-3	95	-7	10	-0.4	-20	-1	4	93	34
O=C(Nc1ccc2cn[nH]c2c1)c1ccccc1F	6	82	-7	2	-2.1	-49	-5	2	99	17
O=C1/C(=C/c2ccc3c(c2)OCO3)CCC/C1=C\c1ccc2c(c1)OCO2	-4	84	12	13	-3.4	-9	-7	13	91	10
Cc1nn(-c2ccccc2)c(C)c1/C=N\N1CCN(c2ccc(Cl)cc2)CC1	-5	87	-3	5	-0.8	11	-1	1	63	-56
Cc1ccc2nc(C)cc(Nc3ccc4c(c3)OCCO4)c2c1	14	10	-13	20	-1.7	-3	1	13	12	-4
Cc1cc(=O)n2cc(-c3ccccc3)nc2[nH]1	-2	84	-8	3	-0.8	-20	0	4	102	-12
COc1ccc(-n2ncc3c(NCc4ccc5c(c4)OCO5)ncnc32)cc1	2	88	-3	6	-1.9	-37	-1	15	86	-55
O=C(O)c1sccc1Oc1ccc(F)cc1[N+](=O)[O-]	8	93	42	24	-4.8	-44	0	1	92	10
CCCCCNC1=CC(=O)CC(c2ccccc2)C1 (stereo not given)	-11	40	-3	7	-4.2	-51	·	1	34	46
C/C(=N\NC(=O)CCc1c[nH]c2ccccc12)c1ccc([N+](=O)[O-])cc1	0	93	-4	9	2.1	-14	2	-1	84	·
CCCc1nnc(NC(=O)CN2C(=O)C3C4C=CC(C4)C3C2=O)s1 (stereo not given)	9	99	-12	4	-3.5	-15	·	2	90	16
CCOC(=O)c1ccc(NC(=O)CCc2c(C)nc3ncnn3c2C)cc1	5	84	-8	39	-3.6	-30	·	1	105	-33
CNC(=O)c1cc2c(s1)CCCCCC2	-3	88	-8	5	-1.5	-17	·	0	102	-5
CN(C(=O)CSc1nnc(-c2ccccc2)c(-c2ccccc2)n1)C1CCS(=O)(=O)C1 (stereo not given)	-3	89	-2	7	-3.7	-34	1	3	94	·
Cc1ccc(C(=O)NC(=S)Nc2ccc(S(=O)(=O)N3CCN(C)CC3)cc2)cc1	0	99	-26	63*	-0.4	14	·	4	86	-2
C=CCn1c(=O)c2c(nc(Br)n2Cc2ccccc2Cl)n(C)c1=O	14	77	-5	39	-4.0	-28	·	3	82	·
O=C(CN(CC1CCCO1)S(=O)(=O)c1ccc(S(=O)(=O)NC2CC2)cc1)Nc1ccccc1 (stereo not given)	5	91	-8	2	-2.8	-19	0	-1	99	-8
O=C(C(c1ccccc1)c1ccccc1)N1CCCc2ccccc21	0	64	·	21	-3.2	-57	·	8	75	-7
CC1Cc2cc(/C(O)=C3/C(=O)C(=O)N(CCN4CCOCC4)C3c3cccc(Cl)c3)ccc2O1 (stereo not given)	2	98	-5	18	-0.5	-6	·	2	91	1
O=C1CN(c2ccc(Br)cc2)C(=O)N1CC(=O)N1CCCc2ccccc21	-2	78	-2	1	-0.4	-23	0	5	92	-12
CCOC(=O)C(CCCOc1ccc(C(C)CC)cc1)C(=O)OCC (stereo not given)	-1	67	-7	3	-0.4	-1	0	1	63	14
COc1ccc(NC(=S)N(CCc2c(C)[nH]c3ccc(C)cc23)Cc2cccnc2)cc1	6	66	-2	9	-2.4	-4	·	0	60	-6
O=C(CSc1nnnn1-c1cccc2c1CCCC2)N1CCCCC1	-5	93	·	20	-2.9	-38	·	11	81	9
CCOc1ccccc1OCCOCCOc1c(Cl)cccc1Cl	1	87	-8	12	1.9	2	-9	14	92	·
Cc1cccc(NC(=O)Nc2cccc(Oc3c(F)c(F)c(F)c(F)c3F)c2)c1	1	32	-4	4	-5.3	-14	1	-4	16	-3

Shown as a hit in NPY-Y2 antag (from the list above):
Structure | GALR2 antag | Yeast life ext | Measles CPE | Phagocytosis inh | NPY-Y2 antag | E-sel TNF inh
CCOc1ccc(-n2c(-c3ccccc3)nnc2-c2ccccc2)cc1 | -13 | -1 | 6 | -3 | 21* | 21

Compound profiles, from the list above. Values in the order: GALR2 antag | bCat KO growth | Yeast life ext | Measles CPE | MRP-1 activ | Yeast growth inh | Phagocytosis inh | NPY-Y2 antag | PTEN del growth | E-sel TNF inh
Record of `C=CCn1c(=O)c2c(nc(Br)n2Cc2ccccc2Cl)n(C)c1=O` : 14 | 77 | -5 | 39 | -4.0 | -28 | · | 3 | 82 | ·
Record of `CCOc1ccccc1OCCOCCOc1c(Cl)cccc1Cl` : 1 | 87 | -8 | 12 | 1.9 | 2 | -9 | 14 | 92 | ·
Record of `O=C(CSc1nnnn1-c1cccc2c1CCCC2)N1CCCCC1` : -5 | 93 | · | 20 | -2.9 | -38 | · | 11 | 81 | 9
Record of `CN(C(=O)CSc1nnc(-c2ccccc2)c(-c2ccccc2)n1)C1CCS(=O)(=O)C1` (stereo not given) : -3 | 89 | -2 | 7 | -3.7 | -34 | 1 | 3 | 94 | ·
Record of `CC1Cc2cc(/C(O)=C3/C(=O)C(=O)N(CCN4CCOCC4)C3c3cccc(Cl)c3)ccc2O1` (stereo not given) : 2 | 98 | -5 | 18 | -0.5 | -6 | · | 2 | 91 | 1

(cont.)
SMILES	GALR2 antag	bCat KO growth	Yeast life ext	Measles CPE	MRP-1 activ	Yeast growth inh	Phagocytosis inh	NPY-Y2 antag	PTEN del growth	E-sel TNF inh
Cc1cc(Oc2ccc(Cl)cc2)nc(-c2ccccc2O)n1	5	83	-11	31*	-0.4	-41	-5	10	75	33
CC(=O)c1cccc(NC(=O)c2c(F)c(F)c(F)c(F)c2F)c1	6	85	-9	5	-1.8	-28	3	2	83	·
Cc1ccc(-c2nnc(Nc3ccc4c(c3)OCO4)c3ccccc23)cc1S(N)(=O)=O	16	66	-4	3	0.9	-6	5	2	56	·
CC1=C(C(=O)OCc2ccc3c(c2)OCO3)C(c2ccc(F)cc2)NC(=O)N1 (stereo not given)	0	33	-4	4	-3.7	-52	5	24*	32	·
CCC(c1nnc(SCC(=O)Nc2nnc(-c3ccccc3)o2)n1Cc1ccccc1)N(C)C (stereo not given)	-8	100	-18	6	-2.8	-2	·	3	92	·
Cc1ccc(NC(=O)c2ccc(Cl)c(N3C(=O)C=CC3=O)c2)cc1	-11	101	-8	17	1.6	7	·	-1	101	36
